# PAFAH2 FP inh: PAFAH2 (human) inhibition. Q99487. recombinant PAFAH2, FP-rhodamine activity probe, fluorescence polarization. 0.99% of 340,000 active. inhibition, % at 3.39 µM;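 active = inhibition above the mean over all tested compounds plus 3 SD, cut at about 30% in these data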;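 note: inhibitors block probe labeling of enzyme so polarization drops; 0% = enzyme with DMSO and 100% = wells lacking PAFAH2 protein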
# Fh CTSL1 inh: counter-screen for PFM18AAP inhibitors: inhibitors of F. hepatica cathepsin L1; recombinant F. hepatica cathepsin L1, Z-Leu-Arg-MCA fluorescence; inhibition, % at 5.96 µM; 0.49% of 300,000 active;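 active = inhibition above the mean of all tested compounds plus 3 SD, set per screening campaign, cut at about 17% in these data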;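 note: 0% = plate median of test compound wells and 100% = 1 µM Z-Phe-Ala-diazomethylketone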
# TPT1 inhibitor: C. albicans TPT1 enzyme inhibition | recombinant caTPT1, FP RNA substrate dephosphorylation | inhibition, % at 5 µM | 0.81% of 300,000 active | AID 1962;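 active = inhibition above the mean of all tested compounds plus 3 SD, set per screening campaign, cut at about 24% in these data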;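 note: plate controls were DMSO alone for no effect and ferristatin control at 100 nM for full effect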
# HCV core dimer: HCV core protein dimerization inhibition | TR-FRET GST/Flag-core106 dimerization, 1536-well | inhibition, % at 5 µM | 0.33% of 300,000 active | AID 1899;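 active = inhibition above the mean of all tested compounds plus 3 SD, set per screening campaign, cut at about 45% in these data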
#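 assay system = GST-tagged and Flag-tagged HCV core protein residues 1-106 | controls = unlabelled core106 and no-GST-core106 wells | incubation = compound-protein-antibody incubation 4 h at 22.5 °C | probe or stimulus = Eu donor and XL665 acceptor anti-tag antibodies | read-out = % inhibition based on acceptor/donor emission ratio | signal = TR-FRET 671 and 617 nm emission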
# PP5 primary: blocks human protein phosphatase 5 activity; P53041; 0.18% of 320,000 active; purified PP5c, OMFP substrate fluorescence; AID 1987; inhibition, % at 6.7 µM;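 active = inhibition above the campaign's mean inhibition across all tested compounds plus 3 SD, cut at about 9.5% in these data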;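 note: 0% = DMSO only and 100% = 100 µM cantharidin control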
# Target sequence (P53041 whole entry, looked up): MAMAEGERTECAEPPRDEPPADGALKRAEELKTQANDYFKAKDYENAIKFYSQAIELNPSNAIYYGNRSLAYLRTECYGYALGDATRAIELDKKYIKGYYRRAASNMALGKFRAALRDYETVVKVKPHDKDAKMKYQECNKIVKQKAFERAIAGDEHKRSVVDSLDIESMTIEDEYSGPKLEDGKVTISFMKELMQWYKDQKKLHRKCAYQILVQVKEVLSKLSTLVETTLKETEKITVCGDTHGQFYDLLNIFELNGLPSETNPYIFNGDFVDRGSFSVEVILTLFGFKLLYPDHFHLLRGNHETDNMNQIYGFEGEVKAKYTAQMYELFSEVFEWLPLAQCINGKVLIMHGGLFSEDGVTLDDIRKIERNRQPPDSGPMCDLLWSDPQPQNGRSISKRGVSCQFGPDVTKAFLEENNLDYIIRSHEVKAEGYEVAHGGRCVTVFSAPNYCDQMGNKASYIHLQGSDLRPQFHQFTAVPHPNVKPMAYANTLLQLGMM
# AHR activator: activates the human aryl hydrocarbon receptor; P35869; AHR-responsive luciferase reporter cells, luminescence; activation, % at 5 µM; 2.5% of 320,000 active; in the data active = activation above about 47%;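 note: 0% = vehicle wells and 100% = reference agonist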
# proCasp3 act: activates human procaspase-3. 0.11% of 330,000 active. activation, % at 8.5 µM. recombinant procaspase-3 D3A, Ac-DEVD-pNA absorbance 405 nm. P42574. AID 463141;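 active = activation above the mean of all tested compounds plus 3 SD, cut at about 21% in these data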;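 note: 0% = DMSO alone and 100% = DMSO wells spiked with extra 5 µM PC-3 D3A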
# Target sequence (P42574 whole entry D9A/D28A/D175A): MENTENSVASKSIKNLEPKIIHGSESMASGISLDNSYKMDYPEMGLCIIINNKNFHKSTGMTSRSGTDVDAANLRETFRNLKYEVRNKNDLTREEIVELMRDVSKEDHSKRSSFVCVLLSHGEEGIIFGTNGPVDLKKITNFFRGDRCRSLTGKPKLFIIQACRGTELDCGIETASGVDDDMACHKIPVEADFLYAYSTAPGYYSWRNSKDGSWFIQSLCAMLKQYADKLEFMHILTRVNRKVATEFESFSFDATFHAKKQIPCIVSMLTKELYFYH
#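 System: Procaspase-3 D3A mutant. Medium: Zinc-free 300 mM NaCl, 50 mM HEPES, 0.01% Triton X-100. Schedule: 1 h preincubation plus 2 h reaction at 25 °C. Measured by: 405 nm absorbance of p-nitroaniline, reads at 0 and 120 min. Read-out: percent activation relative to control range.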
# PP1 counter: blocks human PP1-alpha phosphatase, a PP5 counter-screen; P62136; purified PP1alpha, OMFP fluorescence; inhibition, % at 6.7 µM; 0.9% of 320,000 active; AID 2235;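 active = inhibition above the mean inhibition of all tested compounds plus 3 SD, computed separately for each screening campaign, cut at about 15% in these data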
# procasp7 counter: activates human procaspase-7, counter-screen for procaspase-3 activators. P55210. recombinant procaspase-7, Ac-DEVD-pNA absorbance 405 nm; D23A/D198A/D206A triple mutant, cannot self-cleave; scale: DMSO 0, 5 µM enzyme 100. activation, % at 8.5 µM. 0.093% of 330,000 active;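 active = percent activation above the screen-wide mean plus 3 SD, cut at about 25% in these data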
# Target sequence (P55210 whole entry D23A/D198A/D206A): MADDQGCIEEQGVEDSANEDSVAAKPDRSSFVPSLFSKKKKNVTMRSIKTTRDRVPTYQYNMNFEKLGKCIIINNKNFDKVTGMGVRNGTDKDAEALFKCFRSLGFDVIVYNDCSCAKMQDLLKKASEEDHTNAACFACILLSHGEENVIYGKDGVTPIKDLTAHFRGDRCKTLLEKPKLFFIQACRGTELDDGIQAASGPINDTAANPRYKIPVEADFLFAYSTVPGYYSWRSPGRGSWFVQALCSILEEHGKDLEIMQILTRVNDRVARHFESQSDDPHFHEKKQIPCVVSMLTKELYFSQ
#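 Detection: p-Nitroaniline absorbance at 405 nm, read at 0 and 120 min; system: Uncleavable procaspase-7 mutant enzyme; evaluation: % activation from two-timepoint absorbance difference, scaled to controls; times: 1 h enzyme–compound preincubation and 2 h substrate reaction, both 25 °C; buffer or medium: Zinc-free HEPES pH 7.4 with 300 mM NaCl, 0.01% Triton X-100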
# The depositor's hits bear a star; . = not tested or not shown.
SMILES,PAFAH2 FP inh,Fh CTSL1 inh,TPT1 inhibitor,HCV core dimer,PP5 primary,AHR activator,proCasp3 act,PP1 counter,procasp7 counter
CCN1CCN(c2ncnc3scc(-c4ccc(C)c(C)c4)c23)CC1,-1.5,-1.0,-2.6,1.1,2.2,-1.5,2.6,-2.1,6.7
Cc1ccc(OCC(=O)Nc2ccc(S(=O)(=O)Nc3ccccn3)cc2)cc1C,-3.4,4.2,-3.2,5.7,0.6,2.5,5.6,-2.1,5.6
CC(NC(=O)CCC(=O)c1cccs1)c1ccccc1 (configuration not stated),0.5,-5.0,2.1,-3.5,0.0,6.0,-4.6,4.0,-7.9
COc1ccc(NC(=S)N2CCCC2)c(OC)c1,-8.5,-3.7,-2.8,-2.1,-1.4,1.5,-5.0,-4.0,5.2
COc1ccc(-c2[nH]ncc2CN(C)C(C)c2ccon2)cc1F (configuration not stated),1.9,9.1,2.3,0.9,-0.9,4.9,-0.2,-7.8,-1.4
COc1ccccc1N=C1SCC(=O)N1Cc1ccco1,-0.2,-1.8,-1.7,-2.6,1.0,0.8,20.3,-0.1,8.4
Nc1cc(S(=O)(=O)N2CCOCC2)ccc1N1CCOCC1,-2.1,.,.,.,.,-0.6,-4.1,.,-7.4
Cc1nc(C(N)=O)nc2ccccc12,5.4,4.1,-2.8,3.1,1.0,15.7,3.6,-9.3,-12.7
O=c1[nH][nH]c(-c2ccccc2O)c1C(C[N+](=O)[O-])c1ccccc1 (configuration not stated),-4.5,1.8,-2.9,-4.9,1.0,5.9,7.9,-2.7,-15.8
Cc1cnc(C(=O)OCC(=O)N2c3ccccc3NC(=O)C2(C)C)cn1,-5.4,-4.0,4.0,-1.1,1.1,0.3,-0.1,-0.6,7.9
O=C(O)C1C2CCC(C2)C1C(=O)NCc1ccco1 (configuration not stated),-3.5,-1.9,-3.1,-0.3,2.1,-0.6,8.7,-1.6,-0.7
O=C1CCc2cc(S(=O)(=O)N3CCC(C(=O)NCc4ccccc4Cl)CC3)ccc2N1,7.4,-0.8,1.3,0.1,2.8,-2.9,5.1,-4.3,-4.7
COc1cc(C(=O)N2CCC(NC(=O)C(Cc3ccc(C)cc3)NC(C)=O)CC2)cc(OC)c1OC (configuration not stated),-1.2,-0.6,-2.7,1.8,0.1,0.9,-1.3,0.4,4.8
COc1ccc(N2CC(C(=O)N[C@H](C(=O)NC3CCCCC3)C(C)C)CC2=O)cc1 (some centres not stated),5.2,-0.2,-1.2,0.2,1.1,1.5,0.2,0.1,-2.2
Cc1ccc(CN2CCN(/N=C/c3cccnc3)CC2)c(C)c1,1.6,0.7,-2.5,-5.7,-0.6,2.1,-3.6,-3.9,0.8
Cc1sc2nc(CN3CCOCC3)nc(Cl)c2c1C,5.2,0.9,-1.9,4.3,1.6,-2.2,11.7,-0.6,0.2
COc1cccc(NC(=O)CSc2ccc3nnc(-c4cccnc4)n3n2)c1,3.6,1.4,-0.4,5.3,3.4,9.5,-2.2,-0.6,-3.3
CCc1ccc(CNn2cnnc2SCC(=O)NC(C)(C)C)cc1,-1.0,0.6,2.7,-2.3,4.4,0.8,-10.9,2.1,-2.1
CCOc1ccc(NC(=O)c2cc3cc4ccc(C)cc4nc3o2)cc1,.,3.4,0.6,3.8,-2.2,-4.2,3.9,-4.8,1.7
Cc1ccc(S(=O)(=O)N(CC(=O)N2CCC(C)CC2)c2cccc(C)c2)cc1,5.2,-0.5,-1.4,5.5,0.7,1.3,2.7,0.9,4.4
C=CCCC(=O)N1CCC(n2nccc2NC(=O)c2ccccc2C)CC1,-2.0,-0.8,0.3,9.5,2.1,-2.1,-0.7,-1.1,7.9
COc1cccc(CNCCSc2nnnn2C)c1,3.2,-1.9,1.1,4.7,1.1,0.6,-1.7,-5.0,-4.3
CCN(CC)S(=O)(=O)c1cccc(NC(=O)C2SC(=Nc3ccc(C)cc3C)C(C(=O)NC(C)COC)=C2N)c1 (configuration not stated),-14.8,0.2,-6.6,44.6,3.3,18.2,-16.0,2.6,-0.4
COc1cccc(CN2CCNC(=O)C2CC(=O)NCCOc2cccnc2)c1 (configuration not stated),0.6,-4.3,-4.6,-2.6,0.9,2.4,-1.4,3.8,8.3
O=C(NCc1ccccn1)c1ccco1,8.5,2.5,-3.4,7.6,-0.9,-1.5,-7.5,-1.5,0.2

# Laid out differently: entries from further up.
# Screens in order: PAFAH2 FP inh | Fh CTSL1 inh | TPT1 inhibitor | HCV core dimer | PP5 primary | AHR activator | proCasp3 act | PP1 counter | procasp7 counter
Cc1ccc(S(=O)(=O)N(CC(=O)N2CCC(C)CC2)c2cccc(C)c2)cc1
  5.2 | -0.5 | -1.4 | 5.5 | 0.7 | 1.3 | 2.7 | 0.9 | 4.4
O=C1CCc2cc(S(=O)(=O)N3CCC(C(=O)NCc4ccccc4Cl)CC3)ccc2N1
  7.4 | -0.8 | 1.3 | 0.1 | 2.8 | -2.9 | 5.1 | -4.3 | -4.7
O=C(NCc1ccccn1)c1ccco1
  8.5 | 2.5 | -3.4 | 7.6 | -0.9 | -1.5 | -7.5 | -1.5 | 0.2
Cc1sc2nc(CN3CCOCC3)nc(Cl)c2c1C
  5.2 | 0.9 | -1.9 | 4.3 | 1.6 | -2.2 | 11.7 | -0.6 | 0.2
CC(NC(=O)CCC(=O)c1cccs1)c1ccccc1 (configuration not stated)
  0.5 | -5.0 | 2.1 | -3.5 | 0.0 | 6.0 | -4.6 | 4.0 | -7.9
COc1ccc(N2CC(C(=O)N[C@H](C(=O)NC3CCCCC3)C(C)C)CC2=O)cc1 (some centres not stated)
  5.2 | -0.2 | -1.2 | 0.2 | 1.1 | 1.5 | 0.2 | 0.1 | -2.2
Cc1nc(C(N)=O)nc2ccccc12
  5.4 | 4.1 | -2.8 | 3.1 | 1.0 | 15.7 | 3.6 | -9.3 | -12.7

# Next records follow:
SMILES,PAFAH2 FP inh,Fh CTSL1 inh,TPT1 inhibitor,HCV core dimer,PP5 primary,AHR activator,proCasp3 act,PP1 counter,procasp7 counter
COCC(C)N=C1NN=C(c2cc(C)n(Cc3ccccc3Cl)c2C)CS1 (configuration not stated),5.8,-2.9,-0.7,6.4,2.3,7.5,-3.6,-0.9,-15.0
Cc1cccc(C)c1NC(=O)C1CCCN1C(=O)Nc1cccc(F)c1 (configuration not stated),1.9,-2.4,0.1,-20.7,1.2,-1.1,4.0,-0.6,0.4
COC(=O)c1sc2nc(SCc3ccccc3C)n(N)c(=O)c2c1C,-0.1,-2.1,-1.2,1.8,2.0,1.4,9.2,-3.5,5.5
O=C(c1ccco1)N1CCN(c2ncnc3c(-c4ccccc4)nsc23)CC1,-4.8,3.9,-1.5,28.5,1.9,66.3*,-4.0,6.7,-0.6
COc1ccc(C2NC3=C(CCC3)C3(C#N)C4(N=C(N)C23C#N)OCCO4)cc1 (configuration not stated),1.3,3.5,-3.6,-4.7,-1.7,8.5,-4.0,0.4,-3.0
CCOc1ccc(N2CC(C(=O)N3CCCc4ccccc43)CC2=O)cc1 (configuration not stated),1.3,1.6,0.3,3.7,-0.9,7.4,-7.0,-1.0,-5.1
COc1ccc(C)cc1NC(=O)c1ccc([N+](=O)[O-])cc1[N+](=O)[O-],4.0,-3.2,-2.0,0.2,1.7,11.6,-8.9,-2.1,-0.7
Cc1ccc2c(COC(=O)c3ccccc3F)cc(=O)oc2c1,-1.3,-4.1,-2.5,-2.0,1.2,-1.1,6.2,-1.2,7.3
CC(C)(C)c1cc(C(=O)NNC(=O)Nc2cccc(Cl)c2)n(Cc2ccccc2)n1,-10.5,-0.3,-0.2,0.9,3.9,-0.8,4.7,3.9,4.4
COc1ccc(CN(C(=O)c2oc3cc(C)ccc3c2C)C2CCS(=O)(=O)C2)cc1OC (configuration not stated),1.4,1.4,0.3,5.9,5.1,6.1,8.6,0.3,8.7
O=C(Nc1cc(N2CCOCC2)ncn1)NC1(C(F)(F)F)Oc2ccc(Cl)cc2O1 (configuration not stated),.,-4.6,-3.5,-12.6,-0.7,3.9,-7.9,2.2,-26.8
CN(C(=O)COC(=O)COc1ccc2ccccc2c1)c1c(N)n(Cc2ccccc2)c(=O)[nH]c1=O,-3.7,.,.,.,1.7,10.5,-3.0,2.9,-4.8
Cc1c(Br)c([N+](=O)[O-])nn1CC(=O)Nc1nccs1,0.2,1.1,1.7,4.0,0.8,3.2,-8.0,0.7,-4.7
CO/N=C/NC(=O)c1c(OC)ccnc1Oc1ccc(F)cc1,1.3,-1.7,0.2,-2.8,0.5,-1.1,-7.5,-4.5,-0.7
Cc1ccc2c(c1)OC(=O)CC2c1ccccc1 (configuration not stated),-1.2,0.8,0.7,-2.4,2.7,-2.3,0.2,10.6,4.8
[N-]=[N+]=N[C@@H](CCN1CC[C@H](NC(=O)OCc2ccccc2)CCC1=O)c1ccccc1,16.3,2.3,0.6,-1.8,-1.0,1.3,2.5,-0.9,0.1
COc1cc(/C=C/C(=O)OCc2csc(CC(=O)Nc3ccc(C)cc3)n2)ccc1OCC#N,0.7,.,.,.,2.3,3.1,-5.8,2.7,0.5
C/C(=N\NC(=O)c1nc2ccccn2c1C)c1cccc([N+](=O)[O-])c1,-4.8,1.2,4.5,-0.8,-1.1,9.6,1.1,-3.4,3.5
Nc1cc(OCC(F)(F)F)cc(OCC(F)(F)F)c1,-1.8,-5.8,-7.2,-4.0,2.5,0.0,8.1,0.0,3.8
COc1ccccc1CNC(=O)CCS(=O)(=O)Cc1ccc(C)cc1,-0.8,-2.7,-0.5,2.9,0.3,3.8,4.7,-1.8,10.7
COc1ccc(C(=O)Nc2nc(C)c(C(=O)N(C)C)s2)cc1OC,7.8,-0.6,-0.4,-2.5,-0.3,5.2,6.1,-0.5,1.6
COc1cscc1C(N)=O,.,2.2,-1.3,-2.5,-2.0,-1.8,-5.4,-4.7,-1.3
CCCCOc1ccc(C2(C)CC(=O)NC2=O)cc1 (configuration not stated),1.1,-4.7,-2.6,-4.3,0.7,22.3,9.3,3.7,4.9
Cc1cc(C(=O)NCc2ccc(S(N)(=O)=O)cc2)cs1,-3.7,11.0,-0.7,1.7,4.6,-1.6,-1.1,-6.3,-3.3
CSCC(=O)N1CCCC(C(=O)c2cc(F)ccc2F)C1 (configuration not stated),5.4,-4.5,-0.1,0.6,1.1,-3.5,7.3,-4.3,-6.5
CC[C@@H](C)[C@@H](C(=O)N1CCNCC1)n1cc(CCC(=O)O)nn1,12.0,-2.9,-4.9,7.1,0.8,-1.7,-0.5,-1.9,7.8
CCS(=O)(=O)c1ccc(O)c(N2C(=O)C3C4C=CC(C4)C3C2=O)c1 (configuration not stated),6.6,-2.1,-2.2,-2.2,4.7,0.7,-4.9,-5.4,-6.7
O=C(N/N=C/c1ccco1)C1COc2ccccc2O1 (configuration not stated),2.3,2.3,-3.3,-13.6,-3.1,1.6,-4.7,-3.9,-4.8

# Source: PubChem (The Scripps Research Institute Molecular Screening Center)
